# Screening results from PubChem.
# MCF10A rerep – DNA re-replication induction in MCF 10a cells. 350,000 tested, 2.9% active. MCF 10A DNA re-replication, Hoechst nuclear intensity, 48 h. Potency, µM (doses to about 46.1 µM), inactives show top-dose activity, positive = re-replication, hits mostly activators; further: potency means the concentration at half of the fitted maximal effect; % of control where 0% means no effect; nearly all actives have a fitted effect of over 50% in size
# HT1080 IDH1KD tx – toxicity to HT-1080 IDH1 knockdown cells (counter line); HT-1080 IDH1 knockdown viability, ATP luminescence, 48 h; Potency, µM (doses to about 46.1 µM), without a hit: at the highest dose activity, negative = toxicity, actives largely listed as cytotoxic; 360,000 tested, 2% active;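 further: potency means the concentration at half of the fitted maximal effect; 0% = DMSO wells and -100% = cell-free medium wells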
#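 IDH1KD HT-1080 cells, 750/well, RPMI + 5% FBS; compound pinned after 2 h settling; 48 h, 37 °C; CellTiter-Glo luminescence; % activity normalised to DMSO and no-cell wells; curves fitted, classed by r2 and efficacy.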
# D3 ag – activates the human D3 dopamine receptor; max activation, %; D3R DiscoveRx beta-arrestin cells, luminescence, 90 min; 410,000 tested, 0.58% active; P35462; in the data active means max activation above about 30%; further: 0% is about no effect; mostly tested at two doses, the higher about 12 µM
# Target sequence (P35462 whole entry, looked up): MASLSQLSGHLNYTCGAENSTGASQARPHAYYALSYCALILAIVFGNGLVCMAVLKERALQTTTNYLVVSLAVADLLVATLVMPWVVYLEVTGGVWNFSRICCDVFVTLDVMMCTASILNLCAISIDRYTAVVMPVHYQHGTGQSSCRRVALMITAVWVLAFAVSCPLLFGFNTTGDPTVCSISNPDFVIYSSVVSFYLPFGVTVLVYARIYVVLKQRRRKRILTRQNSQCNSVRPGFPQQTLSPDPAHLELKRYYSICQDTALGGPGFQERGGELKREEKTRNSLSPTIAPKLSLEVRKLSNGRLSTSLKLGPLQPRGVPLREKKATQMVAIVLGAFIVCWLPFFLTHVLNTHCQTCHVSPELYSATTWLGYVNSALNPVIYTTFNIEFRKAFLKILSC
#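 Agonist-mode cell screen: cells plated at 1500/well and incubated overnight at 37 °C, then exposed to library compounds for 90 min at 37 °C. Detection reagent was added for 30–60 min at room temperature, and luminescence was read.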
# IL-1B inflam inh – inhibitors of inflammasome signaling (IL-1 beta secretion); THP-1 LPS/ATP IL-1B secretion, AlphaLISA, 16 h; hits give low values; activity change, % at 57.5 µM; 360,000 tested, 4.7% active; AID 743279; in the data active means activity change below about -50%; inconclusive means mostly about -30% to -49%; further: on the % scale 0 is the no-effect control and ±100 the full control effect
#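 THP-1 cells pretreated 1 hr with compounds (up to 57.5 uM final), then stimulated with LPS (250 ng/mL final) plus ATP (1.25 mM final); secreted IL-1B measured by AlphaLISA after 16 hr, decreased signal indicating inhibition.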
# GLP1R cytotox – cytotoxic in the GLP-1 receptor inverse agonist counter-screen; HEK293 cAMP-luciferase reporter cells, luminescence, 24 h; Potency, µM (titrated, usually from 38.3 µM), without a hit: at the highest dose activity change, negative = inhibition, usual class: inhibitors; 410,000 tested, 0.13% active;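 further: loss of luciferase light is scored as toxicity; potency means the concentration at half of the fitted maximal effect; on the % scale 0 is the no-effect control and ±100 the full control effect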
#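 Quantitative HTS format, 1536 wells, 200 cells/uL seeded. Compounds: 23 nL, 24 h, 37 °C. Detection: luciferase reagent, luminescence at 12 min RT; decreased signal taken as cytotoxic.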
# KB-V1 MDR tox – KB-V1 MDR subline cytotoxicity; KB-V1 MDR cells viability, CellTiter-Glo, 72 h; Potency, µM (series often up to 46.1 µM), for the others: top-dose activity change, negative = cytotoxicity, usual class: cytotoxic; 400,000 tested, 3.4% active; further: potency means the concentration at half of the fitted maximal effect; on the % scale 0 is the no-effect control and ±100 the full control effect; nearly all actives have a fitted effect of over 60% in size
#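 Potencies derive from concentration-effect curves fitted to normalized luminescence (CellTiter-Glo) of KB-V1 cells treated for 72 h at 37 degrees C in phenol-red-free DMEM containing 10% FBS.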
# SW480 rerep – induces DNA re-replication in SW480 colon adenocarcinoma cells | SW480 DNA re-replication, Hoechst DNA content imaging, 48 h | Potency, µM (top dose mostly 46.1 µM), for inactives: at the top dose re-replication activation, hits mostly activators | 340,000 tested, 1.8% active; further: potency means the concentration at half of the fitted maximal effect; % of control where 0% means no effect; nearly all actives have a fitted effect of over 55% in size
#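 Readout is total intensity of Hoechst-stained nuclei, excited at 405 nm and collected at 500-530 nm. Compound treatment lasted 48 hr at 37 C in 5% CO2 before staining.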
# KB-3-1 cytotox – kills parental KB-3-1 adenocarcinoma cells | KB-3-1 viability, CellTiter-Glo ATP luminescence, 72 h | Potency, µM (series often up to 46.1 µM), for inactives: at the top dose activity change, negative = cytotoxic, most hits filed as cytotoxic | 400,000 tested, 1.4% active; further: potency means the concentration at half of the fitted maximal effect; on the % scale 0 is the no-effect control and ±100 the full control effect; nearly all actives have a fitted effect of over 60% in size
#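 72 h, 37 °C compound treatment of KB-3-1 parental cells; CellTiter-Glo added, 10 min, luminescence read. Data corrected against DMSO-only plates and normalized before curve fitting.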
# HT1080-NT tox – kills 2HG-producing HT-1080-NT fibrosarcoma cells | HT-1080-NT fibrosarcoma viability, CellTiter-Glo ATP luminescence, 48 h | Potency, µM (top dose mostly 46.1 µM), without a hit: at the top dose activity, negative = less viability, most hits filed as cytotoxic | 360,000 tested, 1.6% active | AID 686970;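 further: NT is the 2HG producing partner of a matched IDH1 knockdown line; potency means the concentration at half of the fitted maximal effect; 0% = DMSO-treated cells and -100% = media-only wells without cells; nearly all actives have a fitted effect of over 55% in size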
#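 Viability by CellTiter-Glo luminescence after 48 h compound exposure at 37C of HT-1080-NT cells (750/well, RPMI, 5% FBS). % activity scaled between DMSO wells and medium-only wells, then curve-fitted and categorized by curve class.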
# Numbers without * were called inactive; i = inactive; ? = inconclusive; / = no result given; [ ] = remark or other dose. Unless noted, the call rests on the fitted dose curve; in most records, active means well fitted curve in the direction sought with a large enough effect; inconclusive means small, poorly fitted or top-dose-only effect, or another doubt; inactive means no such curve, though single readings can be large; an effect the other way counts as inactive or inconclusive.
SMILES,MCF10A rerep,HT1080 IDH1KD tx,D3 ag,IL-1B inflam inh,GLP1R cytotox,KB-V1 MDR tox,SW480 rerep,KB-3-1 cytotox,HT1080-NT tox
S=C(Nc1ccc(Cl)c(Cl)c1)NC1CCCCC1,80%,?,-9,-95*,13µM*,16µM*,3.3µM*,18µM*,10µM*
CN(C)/C=C/C(=O)c1c(F)cccc1F,-2%,4%,5,6,5%,16%,-7%,1%,2%
O=C(NC(=S)N1CCOCC1)c1ccccc1Cl,1%,18%,7,-2,-20%,0%,-4%,1%,21%
CCN(CC)C(=O)C1=C(C)N(Cc2ccc(F)cc2)C(=O)C(CC(=O)NCc2cccc3ccccc23)C1 (stereo unspecified),/,-3%,7,?,4%,-7%,/,-2%,-8%
CCOc1ccc(NC(=O)CN(C)C(=O)c2cccnc2Sc2ccccc2Cl)cc1OCC,0%,1%,1,18,9%,-10%,3%,2%,1%
CC1=NN(C(=O)c2ccccc2Cl)C(O)(c2ccccc2)C1 (stereo unspecified),-14%,5%,3,-3,-14%,7%,17%,-4%,3%
O=C(O)CC/C(=N\NC(=O)c1ccc(F)cc1)c1ccc(Br)cc1,1%,-1%,-10,-16,7%,-18%,-6%,1%,3%
Cc1ccc(NC(=S)NC(=O)c2ccc(-c3ccc(Cl)cc3)o2)c(O)c1,?,?,-16,0,-27%,?,7%,?,?
O=C(NCc1ccco1)C1CCN(c2ccc(S(=O)(=O)N3CCOCC3)cc2[N+](=O)[O-])CC1,3%,-17%,-1,-9,4%,5%,16%,1%,-2%
CC(=O)n1cc(Nc2ccccc2C(=O)O)c2ccccc21,3%,17%,-2,19,2%,?,-3%,11%,4%

# An excerpt of these results, field by field:
canonical_smiles: O=C(O)CC/C(=N\NC(=O)c1ccc(F)cc1)c1ccc(Br)cc1
  MCF10A rerep: 1%	HT1080 IDH1KD tx: -1%	D3 ag: -10	IL-1B inflam inh: -16	GLP1R cytotox: 7%	KB-V1 MDR tox: -18%	SW480 rerep: -6%	KB-3-1 cytotox: 1%	HT1080-NT tox: 3%

canonical_smiles: CC1=NN(C(=O)c2ccccc2Cl)C(O)(c2ccccc2)C1 (stereo unspecified)
  MCF10A rerep: -14%	HT1080 IDH1KD tx: 5%	D3 ag: 3	IL-1B inflam inh: -3	GLP1R cytotox: -14%	KB-V1 MDR tox: 7%	SW480 rerep: 17%	KB-3-1 cytotox: -4%	HT1080-NT tox: 3%

# The listing continues.
SMILES,MCF10A rerep,HT1080 IDH1KD tx,D3 ag,IL-1B inflam inh,GLP1R cytotox,KB-V1 MDR tox,SW480 rerep,KB-3-1 cytotox,HT1080-NT tox
OC(c1cc(-c2cccc(Cl)c2)nc2ccccc12)C1CCCCN1 (stereo unspecified),?,2.9µM*,2,-101*,10µM*,?,?,-7%,4.1µM*
CCCC(=O)Nc1ccc2oc(-c3ccc(O)c(Br)c3)nc2c1,/,/,6,/,1%,0%,/,2%,/
CCCN=C1N/C(=C\c2ccco2)C(=O)N1c1ccccc1,1%,0%,-5,-17,?,7%,18%,9%,1%
O=C(c1ccc(F)cc1)N1CCOC(c2nc(-c3ccc(F)cc3)no2)C1 (stereo unspecified),37%,0%,14,-10,3%,-21%,-4%,-18%,-18%
O=C(CCNC(=O)Cn1cnc2ccccc2c1=O)NCC1COc2ccccc2O1 (stereo unspecified),-27%,3%,6,19,-13%,-14%,-3%[9.22 µM],?,6%
Cc1ccc(CSc2nnc(-c3cccnc3)n2N)cc1,2%,2%,1,-8,-6%,-1%,-19%,8%,14%
Cc1ccc(CNc2nc3c(S(=O)(=O)c4ccc(C)c(C)c4)nnn3c3ccc(Cl)cc23)cc1,/,/,4,/,1%,?,/,-2%,/
Cc1cccc(NC(=O)c2c(O)c3ccccc3n(C)c2=O)c1,9%,-8%,2,8,3%,?,6%,-2%,-8%
CCOC(=O)C1CCCN(C(=O)c2cc3c(=O)n4ccccc4nc3s2)C1 (stereo unspecified),?,-11%,-4,i,7%,-16%,-28%,0%,-6%
CCCCC(=O)NC(=S)Nc1ccccc1N1CCCCC1,?,9%,3,11,?,-16%,?,-1%,9%
O=C(C(=O)N1CCN(C(=O)c2ccco2)CC1)c1cc2ccccc2o1,/,3%,4,23,1%,-5%,/,22%,16%
Cc1ccc(OC(=O)c2c(C)nn(-c3ccccc3)c2C)cc1,-2%,-8%,-3,/,-6%,?,-4%,-12%,-13%
O=C(NCc1cccnc1)C1CCCN(S(=O)(=O)c2cccc3nsnc23)C1 (stereo unspecified),-3%,-15%,-4,10,7%,-25%,60%,7%,-3%
c1ccc(-c2cc(N3CCOCC3)nc(-c3ccccc3)n2)cc1,-12%,19%,-23,-3,5%,6%,-1%,-17%,1%
COc1ccc(OC)c(C(=O)COC(=O)C(CCSC)NC(=O)COc2ccccc2)c1 (stereo unspecified),0%,4%,-7,-17,-3%,15%,-32%[inhibitor],18%,17%
COc1ccc(-c2cn[nH]c2-c2ccc(OCc3ccccc3)cc2O)cc1OC,?,13µM*,11,-101*,-27%,?,?,?,?
COc1ccc2[nH]c(C(=O)N/N=C/c3ccc(OC)c(O)c3)cc2c1,2.1µM*,1.2µM*,-9,-27,-5%,9.2µM*,12µM*,6.5µM*,0.58µM*
O=C(NCCCCNC(=O)c1ccccn1)c1ccccn1,-1%,8%,1,12,-11%,-3%,1%,-1%,6%
CCOc1ccc(N(C(C)C(=O)N2CCCC2)S(C)(=O)=O)cc1 (stereo unspecified),4%,3%,-1,4,-23%,-18%,-6%,0%,1%
CC(=O)Nc1ccc(NC(=O)c2ccc(-c3ccnn3C)c3ccoc23)cc1,/,0%,10,-93*,3%,-15%,/,0%,-4%
CC(=O)c1ccccc1NS(=O)(=O)c1cccc2nsnc12,7%,4%,3,8,9%,1%,-18%,1%,0%
CCN1CCN(C(=O)/C=C/c2cccc(Cl)c2)CC1,-1%,9%,-6,-25,-5%,5%,13%,17%,-2%
CNc1ccccc1C(=O)OCC(=O)Nc1ccc2c(c1)OCO2,2%,-9%,5,-18,18%,-4%,-11%,26%,0%
COc1ccc(N(CC(=O)NC2CCCC2)C(=O)Cn2nnc(-c3ccc(C)cc3)n2)cc1OC,-1%,1%,-3,18,-21%,13µM*,4%,6%,-1%
COCCn1c(-c2ccccc2)nc(=S)c2c1CC(C)(C)OC2,-12%,5%,-1,17,1%,?,-2%,14%,10%
CC(=O)c1cc(CN2CCC(C(=O)Nc3ccc(-n4nc(C)cc4C)cc3)CC2)cs1,19%,-9%,-5,4,-7%,?,3%,-16%,1%
CC(=O)O[C@@H]1C[C@H](c2ccccc2)OC(=O)CCCCC1=O,/,9%,-9,24,-3%,-2%,/,22%,7%
Cc1c(Cl)cccc1N1CC(c2nc3ccccc3n2Cc2ccccc2F)CC1=O (stereo unspecified),/,/,-3,/,-9%,0%,/,0%,/
Cc1nc2ccc(NC(=O)c3cnc(Cl)c(Cl)c3)cc2s1,3%,15%,9,4,?,-11%,-38%,4%,11%
O=c1c(Cc2ccc(F)cc2)c(O)ccn1CCCn1ccnc1,9%,1%,1,5,9%,14%,?,1%,0%
COc1cc(NC(=O)c2cccs2)c(C(=O)OCC(=O)NC(C)c2ccccc2)cc1OC (stereo unspecified),15%,1%,2,-20,-19%,-9%,7%,-6%,0%
O=C1c2ccccc2C(=O)N1CC#CCN1CCN(C2CCCCC2)CC1,3%,-2%,-9,-4,19%,-14%,-5%,11%,-2%
CC1(c2ccc(Cl)cc2)NC(=O)N(CC(=O)Nc2cccnc2Cl)C1=O (stereo unspecified),?,3%,3,10,-15%,-1%,-7%,-3%,5%
CCCC1CCc2c(sc(N)c2C(N)=O)C1 (stereo unspecified),?,20%,12,-9,-3%,16µM*,0%,-20%,11%
Cc1cc(C)cc(NC(=S)N2CCC(NC(=O)c3ccc(F)cc3)CC2)c1,0%,-5%,-7,-16,13%,-22%,1%,-4%,-5%
O=C(NN=C1CCCCCC1)c1cc(-c2ccccc2)nc2ccccc12,16µM*,?,-4,44,-21%,5%,5%,?,-26%
O=C(COc1ccccc1)Nc1cc(Cl)ccc1Cl,0%,-4%,5,27,36%,5%,-7%,2%,-5%
O=C(COC(=O)Cc1cccc(C(F)(F)F)c1)Nc1cccc2ccccc12,-4%,0%,0,26,1%,7%,-7%,8%,6%
Cc1ccc(-c2csc(NC(=O)C[n+]3cc(-c4ccc(C)cc4)n4c3CCC4)n2)cc1,?,16µM*,-22,-94*,?,22%,-5%,?,?
Cc1ccccc1C(=O)Nc1nnc(-c2ccncc2)o1,0%,-3%,0,0,2%[7.66 µM],?,-4%,-14%,0%
CCCCNc1ccc(C(CC(N)=O)NC(=O)c2cc(C)cc(C)c2)cc1[N+](=O)[O-] (stereo unspecified),-8%,9%,-5,43,4%,4%,-8%,13%,15%
CCOc1cc(C=O)ccc1OCc1cc(=O)n2cc(C)ccc2n1,0%,11%,7,-2,-1%,-20%,-4%,?,12%
Cc1ccc(NC(=O)CN(C)C(=O)c2cccc(S(=O)(=O)N3CCc4ccccc43)c2)cc1,2%,-24%,0,-25,-7%,-12%,1%,-2%,-25%
O=C(Nc1nc2ccc3ccccc3c2s1)c1ccc(N2CCCCC2)c([N+](=O)[O-])c1,-2%,22%,-7,-14,5%,-6%,0%,0%,26%
C=C(C)C(=O)Oc1ccc(N2C(=O)[C@@H]3C4C=CC(C4)[C@@H]3C2=O)cc1,-10%,1%,-12,-99*,6%,0%,15%,11%,5%
COc1ccccc1NC(=O)C(C)OC(=O)CCNS(=O)(=O)c1cccc(C(F)(F)F)c1 (stereo unspecified),/,3%,-24,26,-16%,-4%,/,-1%,5%
O=C(c1c(Cl)nc2sccn12)N1CCCc2ccccc21,2%,-4%,-10,17,-17%,?,6%,-14%,-26%
